Assay outcomes: PubChem BioAssay, several laboratories
V-ATPase pH: alters yeast V-ATPase proton transport; S. cerevisiae, pHLuorin cytosolic pH fluorescence; response, % at 10 µM; actives 0.37% (n = 350,000); in the data active = response mostly above about 7.3%, no sharp cut-off; inactive = mostly below about 5.4%; also: actives read high; inactives centre near 0; some compounds called inactive have numbers as strong as hits
Wnt act: activators of Wnt/beta-catenin signaling | Wnt/beta-catenin reporter cell assay, activator, plate reader | activation, % at 9.35 µM | actives 1.2% (n = 300,000); in the data active = activation above about 30%, passing the limit was not always enough; inconclusive = no clear call, values can overlap the other calls;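 also: 0% = neutral control wells and 100% = positive control wells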
CDK5 p35 inh: CDK5/p35 (human) kinase inhibition; Q00535+Q15078; Recombinant CDK5/p35, ADP-Glo luminescence, 60 min; inhibition, % at 10 µM; actives 0.01% (n = 330,000); AID 488839;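 active = highest replicate inhibition of at least 50% and at least 75% of replicates reaching 50%; inconclusive = only one of the two criteria met; inactive = both criteria failed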;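 also: plate controls were DMSO neutral control for no effect and GW8510 at 10 µM for full effect; many of its hits are not listed in these tables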
Tat transport: inhibitors of E. coli Tat protein transport. E. coli MC4100 TorA-mCherry Tat export, fluorescence. inhibition, % at 10 µM. actives 0.036% (n = 340,000). AID 488895;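 active = mean replicate inhibition at least 50% and at least half of replicates individually reaching 50%; inconclusive = only one of the two criteria met; inactive = neither criterion met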;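 also: exported cargo escapes ClpAP degradation while cytoplasmic cargo is degraded and loses fluorescence; 0% = median of neutral control wells and 100% = median of NaSCN control wells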
Rtt109 Vps75: blocks Candida albicans Rtt109/Vps75 acetyltransferase activity; purified Rtt109/Vps75, ThioGlo CoA-SH fluorescence, 4 h; Q5AAJ8; actives 0.16% (n = 330,000); inhibition, % at 34.9 µM;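 active = inhibition of at least 50% in every replicate; inconclusive = best replicate reaches 50% inhibition but some replicates fall short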
Target sequence (Q5AAJ8 whole entry, looked up): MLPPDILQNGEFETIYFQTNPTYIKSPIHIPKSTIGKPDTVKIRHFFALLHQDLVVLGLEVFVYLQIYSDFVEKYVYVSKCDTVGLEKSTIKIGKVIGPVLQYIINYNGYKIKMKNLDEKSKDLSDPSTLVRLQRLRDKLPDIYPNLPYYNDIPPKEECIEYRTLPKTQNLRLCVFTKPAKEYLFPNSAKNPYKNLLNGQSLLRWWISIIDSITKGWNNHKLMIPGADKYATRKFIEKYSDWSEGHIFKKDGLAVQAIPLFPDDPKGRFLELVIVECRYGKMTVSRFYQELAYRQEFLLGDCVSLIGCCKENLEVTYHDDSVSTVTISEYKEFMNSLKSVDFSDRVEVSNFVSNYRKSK
CAL PDZ FP-1: inhibitors of human CAL PDZ peptide binding. purified CAL PDZ, TMR-peptide fluorescence polarization, 1 h. actives 0.92% (n = 300,000). Q9HD26. inhibition, % at 24.9 µM. AID 602252;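 active = mean inhibition of at least 30% with at least half of replicates also reaching 30%; inconclusive = no clear call, values can overlap the other calls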;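 also: 0% = DMSO neutral control and 100% = excess unlabeled competitor peptide PRC23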
CAL PDZ FP-2: blocks peptide binding to human CAL PDZ domain | inhibition, % at 20 µM | AID 504414 | purified CAL PDZ, TMR-peptide fluorescence polarization, 1 h | actives 0.02% (n = 330,000);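 active = highest replicate inhibition of at least 40%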;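 also: plate controls were DMSO neutral control wells for no effect and unlabeled competitor peptide control wells for full effect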
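Material – purified CerCALP PDZ construct · Detection – FP readout, S and P plane fluorescence · Measure – percent inhibition from loss of millipolarization · Controls – unlabelled peptide for full inhibition, DMSO wells as neutral · Probe or stimulus – TMR-labelled reporter peptide T*-PRC34 bound in PDZ groove · Times – 1 h at RT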
dFosB activator: mouse delta FosB homodimer activation; purified delta FosB, TAMRA-CDK5 oligo fluorescence polarization; percent of positive-control signal above neutral wells; P13346; actives 0.99% (n = 340,000); activation, % at 25 µM; AID 493131;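 active = mean activation above about 17%, with every replicate also reaching it, limit read from the data, passing the limit was not always enough; inconclusive = only one of the two conditions met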;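 also: fluorescence polarization rise as delta FosB binds a TAMRA Cdk5 AP-1 oligo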
Target sequence (P13346 whole entry, looked up): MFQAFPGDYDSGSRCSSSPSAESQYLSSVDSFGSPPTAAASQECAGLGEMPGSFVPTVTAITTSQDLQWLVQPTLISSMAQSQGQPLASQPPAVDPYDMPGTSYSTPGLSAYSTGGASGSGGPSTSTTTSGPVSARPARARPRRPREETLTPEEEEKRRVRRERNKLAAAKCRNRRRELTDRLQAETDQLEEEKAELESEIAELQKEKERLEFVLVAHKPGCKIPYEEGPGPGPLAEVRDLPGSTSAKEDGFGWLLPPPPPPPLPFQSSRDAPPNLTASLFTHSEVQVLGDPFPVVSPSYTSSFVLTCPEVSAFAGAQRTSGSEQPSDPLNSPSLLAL
cardiac RTF act: cardiac RTF calcium sensitization; P19429+P45379; IANBD-labeled TnC RTF fluorescence at EC20 calcium; 0% EC20 calcium, 100% full calcium; activation, % at 7.2 µM; actives 0.24% (n = 340,000);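 active = activation above the mean over all tested compounds plus 3 SD, cut at about 30% in these data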;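 also: rise in fluorescence read as greater calcium sensitivity of cardiac thin filaments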
MITF act: increases MITF-driven TRPM1 promoter luciferase signal; SK-MEL-5 TRPM1-promoter luciferase, 24 h; % of positive control, neutral wells = 0; activation, % at 12.5 µM; actives 0.75% (n = 300,000); AID 588334;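 active = mean activation of at least 80% with every replicate also reaching 80%; inconclusive = mean reaches 80% but some replicate falls short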;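 also: 0% = neutral control wells and 100% = parthenolide positive control wells; values of inactives mirror those of a sister screen read the other way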
* hit, by the source's call; ? = inconclusive; nt = no result given; & = joins results of further samples.

item | molecule | Wnt act | CAL PDZ FP-2 | Tat transport | MITF act | cardiac RTF act | dFosB activator | CAL PDZ FP-1 | Rtt109 Vps75 | CDK5 p35 inh | V-ATPase pH
1 | O=C(NC1CCS(=O)(=O)C1)c1ccccc1C(=O)c1ccccc1 (configuration not stated) | 3 | -1.3 | 1 | nt | 0 | -5 | 2 | nt | -0.3 | 3
2 | O=C(NCCCn1ccnc1)/C(=C/c1cccnc1)NC(=O)c1ccco1 | 0 | 1.2 | -7 | nt | 2 | -4 | 8 | 22 | 0.4 | 1
3 | Cn1c(N2CCN(c3ccccn3)CC2)nc2c1c(=O)n(Cc1ccc(Cl)cc1)c(=O)n2C | nt | -0.7 | 7 | -10 | -1 | -12 | nt | 4 | 0.2 | -1
4 | COC(=O)c1cccc(/C=N/NC(N)=S)c1O | 12 | -1.8 | 1 | -7 | 4 | 7 | nt | -26 | 0.1 | 0
5 | CCN(Cc1ccccc1)S(=O)(=O)c1ccc2c(c1)NC(=O)CS2 | -2 | -0.6 | 2 | 1 | 2 | -7 | -5 | 5 | 0.0 | 7
6 | Cc1cccc(-c2noc(-c3ccc4c(c3)OCO4)n2)c1 | ? | -0.9 | 1 | 17 | 4 | -4 | 5 | 0 | 0.9 | -2
7 | CCCN(CC1CC1)c1nc(N)c2c(N)nc(OC)cc2c1C#N | nt | -0.4 | -2 | -12 | -2 | -2 | -3 | 0 | -3.1 | -3
8 | Cc1ccnc(NC2OC(=O)c3ccccc32)c1 (configuration not stated) | 1 | -0.3 | 2 | 2 | 8 | -6 | -7 | 5 | -0.5 | -2
9 | COC(=O)c1ccc(COc2ccc3c(c2)CCC3)o1 | 0 | -0.3 | 1 | nt | 0 | -8 | -2 | 3 | 1.5 | 8
10 | COCC(C)n1c(SCC(=O)Nc2nccs2)nc2ccccc2c1=O (configuration not stated) | -1 | -1.0 | -2 | -5 | 2 | -10 | nt | -8 | -3.0 | 4
11 | COc1ccc(N=Cc2ccc(CNS(=O)(=O)c3ccc(Cl)cc3)o2)cc1 | nt | -0.7 | -1 | -3 | -1 | -2 | -2 | 1 | -0.6 | -1
12 | Cc1ccc(CN2CCC(c3nc4ccc(Cl)cc4[nH]3)CC2)cc1 | -1 | -5.9 | -9 | -7 | 0 | -6 | -3 | 15 | -0.8 | -1
13 | Cc1[nH]n(-c2cccc3ccccc23)c(=O)c1C=Nc1ccc2[nH]c(=O)[nH]c2c1 | nt | -0.8 | 1 | 9 | 2 | -11 | -4 | -7 | -2.2 | 4
14 | C#CCOCCOCCOCCNc1nc(N2CCOCC2)nc(N2CCN(C(=O)Cn3cc(CCCN=C(N)N)nn3)CC2)n1 | 1 | -0.4 | 5 | -1 | 1 | 0 | 2 | 1 | 0.0 | -7
15 | CSCC[C@H](N)C(=O)NC[C@H]1CC[C@H](C(=O)N[C@@H](Cc2ccccc2)C(=O)O)CC1 | 0 | -0.3 | -5 | 5 | 1 | 0 | -1 | 0 | -0.2 | -2
16 | Cc1ccc(C)c(NC(=O)CSc2nc3c(c(=O)n2C)SC(C)C3)c1 (configuration not stated) | 2 | 0.2 | 2 | -4 | 3 | -3 | nt | -15 | 0.1 | -5
17 | CCCCCCOC(=O)NCC(O)c1ccccc1 (configuration not stated) | nt | -0.1 | 9 | 68 | -6 | 2 | 1 | 5 | 0.4 | -6
18 | COc1ccnc(NCc2cccnc2)c1C#N | 0 | -2.5 | 6 | 2 | 1 | -2 | -1 | -15 | 1.3 | 0
19 | CCOc1ccc(N2C(=O)C(Cl)=C(Nc3ccccc3O)C2=O)cc1 | nt | -0.6 | -5 | -17 | 4 | -5 | -5 | 5 | 2.2 | -1
20 | CCC1Oc2ccc(C)cc2N(CC(=O)NCCN2CCOCC2)C1=O (configuration not stated) | -3 | -2.2 | -1 | -16 | -2 | 2 | -7 | -1 | 0.2 | -1
21 | CCOc1ccccc1CNC(=O)CCC(=O)N1Cc2ccccc2Oc2ncccc21 | -2 | -0.3 | 4 | -5 | -7 | -10 | 5 | 41 | 0.9 | 12
22 | COc1ccc(C)c2sc(NC(=O)C3=COCCO3)nc12 | 14 | -1.1 | 3 | 32 | 10 | -9 | 1 | 1 | -9.2 | -4
23 | O=C1Nc2ccccc2C1=Nc1ccc(Br)cc1 | 3 | -0.5 | -5 | nt | 3 | -3 | -13 | 1 | -1.1 | 0
24 | CCCCn1c2ccc(F)cc2c2nnc(NN)nc21 | -2 | -1.4 | -2 | 1 | 1 | -6 | -1 | -8 | 0.3 | 2
25 | Cc1cc(C=C2C(=O)c3ccccc3C2=O)c(C)n1-c1ccccc1 | nt | -1.1 | -1 | -71 | 45* | -8 | nt | -5 | 0.2 | 1
26 | Cc1cc(C)n2nc(N)c(N=Nc3ccc(Cl)cc3)c2n1 | -3 | 0.8 | -5 | 19 | -7 | -3 | -5 | 1 | nt | -2
27 | C/C(=N\n1cnnc1)c1ccccc1 | 3 | -0.6 | 0 | 4 | 2 | -6 | nt | -18 | 0.4 | -1
28 | Cc1ccc(NC(=S)NCC(C)CSc2ccc(Cl)cc2)cc1 (configuration not stated) | -3 | -2.3 | -1 | -10 | 3 | 0 | -8 | -1 | 1.1 | 1
29 | CC(=O)c1ccc(S(=O)(=O)N(C)CC(=O)Nc2ccc(C)cc2)cc1 | -3 | -1.9 | -5 | -7 | -2 | -1 | -3 | -1 | 0.4 | 2
30 | OC(CCN1CCCCC1)(c1ccccc1)c1ccccc1 | -1&1 | -1.1 | -5 | -1 | -3 | -3 | 1 | -1 | 0.3 | -3
31 | COc1ccc(NS(=O)(=O)c2cc(NC(=O)c3cccs3)ccc2N2CCCC2)cc1 | -2 | -0.2 | -8 | -2 | 4 | -7 | -3 | -7 | 2.0 | 6
32 | COc1cccc(-c2cc(C(F)(F)F)n3nc(N)nc3n2)c1 | nt | -1.3 | 3 | -3 | 0 | -13 | -3 | -2 | -0.9 | 0
33 | COc1nnc(-c2ccccc2)s1 | -8 | 0.3 | -3 | 16 | 0 | 5 | 2 | 2 | 0.3 | -2
34 | O=C(COC(=O)c1ccccc1O)Nc1cc([N+](=O)[O-])ccc1Cl | -3 | -1.7 | 14 | -5 | -1 | -2 | 0 | -12 | 1.0 | -1
35 | COc1ccc(OC)c(/C=N/NC(=O)c2ccc3nc[nH]c3c2)c1 | 0 | -2.2 | -11 | -9 | 3 | 1 | -8 | -20 | -0.1 | -1
36 | CCCn1c(-c2ccc(F)cc2)n[nH]c1=S | -2 | -0.8 | -13 | nt | 1 | 4 | 0 | 1 | 0.6 | 1
37 | COCc1cc(C)nc(N2CCN(c3ccccc3)CC2)c1C#N | nt | -0.4 | -7 | 10 | 0 | 2 | -5 | 7 | 0.8 | -2
38 | COc1ccc(Br)cc1/C=N/NC(=O)c1ccc2nc[nH]c2c1 | -1 | -4.7 | 1 | -8 | -7 | -7 | nt | 5 | 2.6 | -1
39 | Cc1ccc(S(=O)(=O)Nc2ccc(NC(=O)/C=C/C(=O)O)cc2)cc1 | -2 | -0.7 | -2 | -6 | -6 | -4 | nt | -2 | 1.3 | -1
40 | O=C1SCCC1NS(=O)(=O)c1ccc([N+](=O)[O-])cc1 (configuration not stated) | -4 | -3.4 | -9 | -1 | 1 | -5 | -6 | 10 | 2.1 | -1
41 | O=C(Nc1ccc([N+](=O)[O-])cn1)C1CC2CCC1C2 (configuration not stated) | nt | -0.1 | 3 | 10 | -3 | 3 | -9 | -3 | -0.2 | 2
42 | O=C(c1cccnc1)N1CCN(Cc2ccccc2Br)CC1 | -2 | 0.0 | -10 | -7 | -6 | 1 | 0 | -3 | 0.8 | 3
43 | CC(=O)OCC1=C(C(=O)O)N2C(=O)[C@@H](NC(=O)Cc3ccccc3)[C@H]2SC1 | -1 | -0.6 | 1 | 9 | -3 | -5 | 3 | -2 | -2.5 | 0
44 | COc1ccc(C(=O)Nc2nnc(Cc3ccc(OC)c(OC)c3)s2)c(OC)c1 | 12 | -1.6 | -12 | 27 | -5 | 3 | -7 | 6 | 2.2 | -1
45 | COc1ccc(OC)c(C(=O)N2CCCC(Nc3ccc(F)cc3)C2)c1 (configuration not stated) | 0 | 0.8 | -12 | 19 | 5 | -8 | nt | 2 | 1.7 | 3
46 | CS(=O)(=O)N(Cc1nnc(-c2cccs2)o1)c1ccc(Cl)cc1F | 0 | -1.7 | -2 | 3 | -8 | -3 | -3 | -10 | -2.6 | 1
47 | C/C(N)=C(/C#N)C(=O)CSc1nc2cc(Cl)ccc2c(=O)n1Cc1ccco1 | 0 | -2.4 | -4 | -13 | -3 | 6 | -1 | 19 | 3.9 | 5
48 | Nc1nc(Nc2ccccc2Cl)cc(=O)[nH]1 | 2 | -1.5 | -14 | 5 | 2 | -9 | -3 | 1 | -0.7 | -1
49 | COc1cc(/C=C/C(=O)c2ccc3c(c2)OCCO3)cc(Br)c1OCC(=O)N(C)C | 10 | -0.5 | 0 | -92 | 0 | -11 | 5 | 8 | -0.1 | -3
50 | COc1cccc(CNc2nnnn2C)c1 | 2 | -0.4 | 12 | -3 | -2 | 3 | -3 | 15 | 0.3 | -3
51 | O=C(COc1ccccc1Cl)Nn1cnnc1 | nt | nt | -4 | -10 | 2 | 5 | -5 | 2 | 0.7 | 1
52 | O=C(C1CC1)N1CCc2cc(Br)cc(S(=O)(=O)NCCCN3CCCC3)c21 | 4 | -0.9 | 7 | nt | 6 | -6 | 0 | -9 | 0.4 | 2
53 | O=C(Nc1ccc(N2CCOCC2)c(Cl)c1)c1cccnc1Cl | -4 | -2.1 | -3 | 11 | 0 | -2 | 1 | 2 | -0.1 | 0
54 | Clc1ccc(-c2nnnn2-c2ccc(Cl)c(Cl)c2)cc1Cl | nt | -1.2 | 3 | 7 | 2 | -2 | -1 | -1 | 1.5 | nt
55 | CCN(CC)C(=S)SC1=CCS(=O)(=O)C1 | 1 | -0.9 | -2 | 9 | nt | 3 | 2 | 5 | -4.0 | -1
56 | Cn1c2ccc(F)cc2c2nnc(SCCN3CCOCC3)nc21 | -2 | -0.7 | -5 | 7 | -2 | -9 | -5 | 4 | -1.9 | 1
57 | O=[N+]([O-])c1cccc(-n2nnnc2CN2CCCC2)c1 | -1 | 0.6 | 8 | 0 | 3 | -7 | -4 | -11 | -0.2 | 3
58 | Cc1ccccc1NC(=S)N(Cc1cccnc1)Cc1ccco1 | -2 | -0.1 | 5 | 7 | 0 | 3 | nt | 6 | -0.7 | -5
59 | CN1C(=O)/C(=C/c2ccccc2Cl)Sc2ccc(C(=O)NCc3cccnc3)cc21 | -4 | -4.6 | 10 | -4 | -6 | -1 | 5 | -7 | -1.6 | 0
60 | O=C(/C=C/c1cccc([N+](=O)[O-])c1)N1CCN(c2ccccn2)CC1 | -3 | -1.2 | -1 | -13 | 2 | 0 | -3 | -2 | 0.0 | 5
61 | CCOP(=O)(c1ccc(N(C)C)cc1)C(O)c1ccc(Cl)cc1 (configuration not stated) | 0 | -0.6 | 0 | nt | 0 | -3 | -6 | -3 | -1.6 | -2
62 | Cc1ccc(C(=O)CN2C(=O)C(=O)N(Cc3ccccc3)C2=O)cc1 | -1 | nt | 3 | -2 | -6 | 8 | -4 | -6 | 1.6 | -4
